Compound activity (PubChem BioAssay)
EphA4 KYL inhibition: EphA4 ligand-binding antagonists – biochemical, colorimetric, mouse EphA4, primary screen (AID 689); EphA4-AP binding to KYL peptide, pNPP A405; higher % means a stronger effect; inhibition, % at 10 µM, or IC50 in µM where a hit was titrated; 62,000 compounds, 0.1% hits; in the data active means a potency from the dose series; inactive means the rest, 99 in 100 with inhibition below about 22%
* = called active by the depositor; & = joins results of further samples. A portion of the library, so the mix of outcomes need not match the whole.

SMILES	EphA4 KYL inhibition
CCOC(=O)CSc1nc2c(c(=O)n(Cc3ccccc3Cl)c(=O)n2C)n1C	4%
Cc1ccc2nc(C3CCN(C(=O)NCc4ccccc4)CC3)[nH]c2c1	-1%
CCOc1cc(-c2nn3cnnc3s2)cc(OCC)c1OCC	-8%
COC(=O)c1cccc(OC)c1[N+](=O)[O-]	-7%
Cc1ccc(-c2nc(CS(=O)CC(=O)NCCCN3CC(C)CC(C)C3)c(C)o2)cc1 (stereo not drawn)	-3%
CCN(CC)CCOc1cc2c(nn1)Oc1ccccc1N2C	-9%
CCN1CCN(C(c2cccs2)C(C)NC(=O)c2cccnc2)CC1 (stereo not drawn)	-15%
CCCCn1c(SCc2cc(=O)n3ccsc3n2)nc2cc(C(=O)OC)ccc2c1=O	3%
O=C1CC(c2cccc(Br)c2)c2cc3c(cc2N1)CCC3 (stereo not drawn)	-4%
CCOc1ccc(/C=N/n2c(SC)nnc(C(C)(C)C)c2=O)cc1	11%
CC(=O)C1=C(O)C(=O)N(CC(=O)O)C1c1ccccc1Cl (stereo not drawn)	-3%
CCCCOC(C)n1cc(F)c(=O)[nH]c1=O (stereo not drawn)	5%
COc1ccc(-c2nc(C)ncc2N=Nc2ccccc2)cc1	-2%
Cc1cc(C)cc(NC(=S)NCc2cccn2C)c1	-7%
CC1CN(CC(=O)N2CCc3[nH]c4ccccc4c3C2)CC(C)O1 (stereo not drawn)	-14%
Cc1nc(-c2ccccc2)cc(=O)[nH]1	-7%
CC(=O)Nc1ccc(C(=O)CSc2n[nH]c(-c3ccccc3)n2)cc1	-13%
CCCCn1c(Nc2ccccc2)nc2ccccc21	-9%
CCCNC(=O)NC(=O)CSc1nc2ccccc2n1CC(C)C	-6%
CC(=O)Oc1ccc(-c2csnn2)cc1	-8%
Cc1ncoc1C(=O)Nc1nccs1	-3%
CC(=O)Nc1c(C)nn(-c2ccc(C)c(C)c2)c1C	-8%
CN(c1ccc(C(=O)NC2CC3CCC2C3)cc1)S(C)(=O)=O (stereo not drawn)	-6%
CCOc1ccc(Nc2nc3ccccc3n3nnnc23)cc1	4%
CCC(=O)Nc1nc2ccccc2n1Cc1ccccc1C	4%
Cc1ccc(C2CC(c3ccco3)n3ncnc3N2)cc1 (stereo not drawn)	-1%
CCN(CCO)c1ccc(-n2c(N)c(C(=O)OC)c3nc4ccccc4nc32)cc1	-17%
O=C(/C=C/c1ccccc1Cl)c1cccnc1	-39%
COc1ccc(N2CC(C(=O)NCCC3=CCCCC3)CC2=O)cc1 (stereo not drawn)	-5%
Cc1cc(C(=O)CSc2nnc(-c3ccccc3F)o2)c(C)n1Cc1cccs1	1%
O=C(CSCc1c(Cl)cccc1Cl)Nc1nccs1	-8%
Brc1cc(Br)c2ncnc(N3CCCCC3)c2c1	0%
CCC(C)C(C(=O)Nc1ccc(I)cc1)N1C(=O)c2ccccc2C1=O (stereo not drawn)	-4%
CCn1cc(C(=O)Nc2ccc(C(=O)N3CCCC3)cc2)c(=O)c2ccc(C)nc21	-4%
CCOC(=O)C1CCCN(C(=O)Cc2ccc(C)cc2)C1 (stereo not drawn)	-4%
CCOc1cc(OCC)cc(C(=O)Nc2ccc(F)cc2)c1	-1%

Molecules above that contain two or more sulfur atoms, in the order listed:
SMILES	EphA4 KYL inhibition
CCCCn1c(SCc2cc(=O)n3ccsc3n2)nc2cc(C(=O)OC)ccc2c1=O	3%
Cc1cc(C(=O)CSc2nnc(-c3ccccc3F)o2)c(C)n1Cc1cccs1	1%
O=C(CSCc1c(Cl)cccc1Cl)Nc1nccs1	-8%

Another view of some results above:
smiles: Brc1cc(Br)c2ncnc(N3CCCCC3)c2c1
  EphA4 KYL inhibition = 0%

smiles: CCC(C)C(C(=O)Nc1ccc(I)cc1)N1C(=O)c2ccccc2C1=O (stereo not drawn)
  EphA4 KYL inhibition = -4%

smiles: CCn1cc(C(=O)Nc2ccc(C(=O)N3CCCC3)cc2)c(=O)c2ccc(C)nc21
  EphA4 KYL inhibition = -4%

The results go on:
SMILES	EphA4 KYL inhibition
CC(C)Cn1c(Cc2ccccc2)n[nH]c1=S	-2%
CCOC(=O)c1[nH]c2ccccc2c1NC(=O)CCN1CC(C)OC(C)C1 (stereo not drawn)	-7%
C#CCONC(=O)c1cc(OCC(F)(F)F)ccc1OCC(F)(F)F	-14%
COc1ccc(NC(=O)c2c(C)oc3c2CCCC3)cc1	-10%
Cc1cccc(N2CCN(C(=O)c3cc4c(=O)n(C)c5ccccc5c4n3C)CC2C)c1 (stereo not drawn)	8%
Cc1cc(C)n(C(=O)CNC(=O)c2ccco2)n1	-20%&-1%
COc1ccc(C(=O)Nc2ccncc2)cc1Br	-1%
CCCNC(=O)COC(=O)c1ccc(S(=O)(=O)N2CCCCCC2)cc1	-6%
C=CCn1c(SCC(=O)Nc2c(C)cccc2C)nnc1-c1cnccn1	-24%
Cc1cc(C(=O)CN2C(=O)NC3(CCCCC3)C2=O)c(C)n1Cc1ccc2c(c1)OCO2	-16%
O=C(CSc1nc2ccccc2s1)Nc1nccs1	-12%
O=C(COc1nncc2ccccc12)NCCC1=CCCCC1	10%
COC(=O)c1ccc(CSc2nc(C)nc3sc(C)c(C)c23)o1	12%
CCOn1c(=O)c(=O)n(OCc2ccccc2)c2ccccc21	2%
CCN(CC)CCOCCOc1cc(C)c(Cl)c(C)c1	-10%
O=C(Nc1cccc2nsnc12)c1cccs1	21%
CCC1Oc2ccc(C)cc2N(CC(=O)NCc2cccc(OC)c2)C1=O (stereo not drawn)	-2%
COc1ccc(C2(CNC(=O)c3ccco3)CCOCC2)cc1	-6%
CC(C)(C)n1ncc2c(=O)n(CC(=O)NC3CCCCC3)cnc21	-16%
COc1ccc(N(CC(=O)N2CCN(c3ccccc3OC)CC2)S(=O)(=O)c2ccccc2)c(OC)c1	-2%
CC(=O)c1sc2ccccc2c1OC(=O)c1ccco1	0%
Cc1cc(NC(=O)CCCS(=O)(=O)c2nc(-c3cccs3)cc(C(F)(F)F)n2)no1	9%
COc1ccc(-c2nc(CS(=O)CC(=O)NCc3ccco3)c(C)o2)cc1OC (stereo not drawn)	1%
COc1ccc(N2CCN(C(c3ccccc3OC)c3nnnn3C3CCCC3)CC2)cc1 (stereo not drawn)	3%
CC(=O)C1C(c2ccc(F)cc2)NC(=O)NC1(O)C(F)(F)F (stereo not drawn)	-8%
CCc1nnc(NS(=O)(=O)c2ccc(N3C(=O)C4CC=C(Cl)CC4C3=O)cc2)s1 (stereo not drawn)	0%
Cc1noc(/C=C/N(C)C)c1S(=O)(=O)N1CCCC(C(=O)NCc2cccs2)C1 (stereo not drawn)	32%
COc1ccccc1-c1c(C(F)(F)F)oc2cc(OC(=O)c3ccccc3[N+](=O)[O-])ccc2c1=O	16%
COc1ccc(-n2c(=O)cc(N3CC(C)OC(C)C3)[nH]c2=O)cc1 (stereo not drawn)	-7%
Cc1ccc(NCc2nnc(SCC(=O)OC3CCCCC3)o2)c(C)c1	-13%
O=[N+]([O-])c1ccc(-c2ncccc2O)cc1	-7%
COc1cccc(Nc2ncnc3c2cnn3C)c1	-14%
Nc1ccc(N2CCN(C(=O)c3ccco3)CC2)cc1	-2%
CCCn1cnc2c(c1=O)c1nc3ccccc3nc1n2CCc1ccccc1	-10%
COc1ccc(-n2c(C)nn(C)c2=O)c(OC)c1	0%
COc1ccc(CCNc2nc3ccccc3n3nnnc23)cc1OC	-5%
O=c1c2[nH]c3ccccc3c2ncn1CCC1=CCCCC1	-4%
Cc1ccc2nc(C(C)O)[nH]c2c1 (stereo not drawn)	-4%
O=C(Cc1cccc2ccccc12)N/N=C/c1ccc(Sc2cccc3cccnc23)o1	-14%
Cc1cccc(C)c1NC(=O)CSCC(=O)c1ccc(O)c(O)c1	-7%
O=C(N1CCN=C1SCc1cccnc1)C12CC3CC(CC(C3)C1)C2	6%
Cc1nc(=O)c(-c2ccccc2)c(C)n1CC1CCCO1 (stereo not drawn)	-4%
N#CC(c1ccccn1)(c1ncc(C(F)(F)F)cc1Cl)N1CCOCC1 (stereo not drawn)	-27%
CCC(C)[C@H](NC(=O)NCc1cccs1)C(=O)O (stereo partly drawn)	-19%
O=C(OCC(=O)N1CCCC1)c1ccco1	0%
Cc1cc(S(=O)(=O)N(Cc2ccc(F)cc2)CC2CCCO2)ccc1-n1cnnn1 (stereo not drawn)	-2%
CC(C)CN(C(=O)CSc1nncs1)c1c(N)n(CC(C)C)c(=O)[nH]c1=O	-2%
CC(=O)N/C(C)=C1\C(=O)CC2C1C2(C)C (stereo not drawn)	3%
CC(=O)OCC(=O)Nc1ccc(C(C)=O)cc1	-3%
Cc1ccc[n+](CC(=O)c2cc3ccccc3oc2=O)c1	-25%
COc1ccccc1CN1CCN(S(C)(=O)=O)CC1	1%
O=C(c1ccco1)N1CCN(CCCCN2C(=O)c3ccccc3C2=O)CC1	-4%
Cc1cc2nc(C3CCCN(C(=O)NCc4ccccc4)C3)[nH]c2cc1C (stereo not drawn)	-7%
Cc1ccc(C)c(C(=O)CSc2n[nH]c(C(C)C)n2)c1	-12%
Cn1c(=O)n(C)c2cc(NS(C)(=O)=O)ccc21	-16%
CC(NC(=O)C(=O)NCC1CCCO1)c1ccccc1 (stereo not drawn)	-2%
O=c1[nH]c(Cn2nnc(-c3ccccc3)n2)nc2scc(-c3ccccc3)c12	-2%
CN1C2C=C3C(C#N)=C(N)C(C#N)(C#N)[C@@H](c4cccc(F)c4)[C@@H]3C1CC2 (stereo partly drawn)	2%
CCCCCCNC(=O)Cc1nc2nc(C)cc(C)n2n1	6%
CN(C)S(=O)(=O)c1ccc(/C(O)=C2/C(=O)C(=O)N(Cc3cccnc3)C2c2ccco2)cc1 (stereo not drawn)	-4%

Retrieved by structure from above, four records:
SMILES	EphA4 KYL inhibition
CCCCCCNC(=O)Cc1nc2nc(C)cc(C)n2n1	6%
Cc1ccc(C)c(C(=O)CSc2n[nH]c(C(C)C)n2)c1	-12%
Cn1c(=O)n(C)c2cc(NS(C)(=O)=O)ccc21	-16%
CC(=O)OCC(=O)Nc1ccc(C(C)=O)cc1	-3%

Returning to the listing, repeating the five entries before the break.
SMILES	EphA4 KYL inhibition
CC(NC(=O)C(=O)NCC1CCCO1)c1ccccc1 (stereo not drawn)	-2%
O=c1[nH]c(Cn2nnc(-c3ccccc3)n2)nc2scc(-c3ccccc3)c12	-2%
CN1C2C=C3C(C#N)=C(N)C(C#N)(C#N)[C@@H](c4cccc(F)c4)[C@@H]3C1CC2 (stereo partly drawn)	2%
CCCCCCNC(=O)Cc1nc2nc(C)cc(C)n2n1	6%
CN(C)S(=O)(=O)c1ccc(/C(O)=C2/C(=O)C(=O)N(Cc3cccnc3)C2c2ccco2)cc1 (stereo not drawn)	-4%
Cc1cc(=O)n2nc(-c3ccccc3)sc2c1C#N	-6%
CC1CC(NC(=O)c2ncn[nH]2)CC(C)(C)C1 (stereo not drawn)	-2%
C=CCC1S/C(=N\N=C\c2ccccc2)NC1=O (stereo not drawn)	-3%
CCn1ncc(C2=NOC(C(=O)NCC(C)C)C2)c1C (stereo not drawn)	-28%
Cc1ccc(/C(N)=N/OC(=O)c2cccc(F)c2)cc1	-1%&1%
O=S(=O)(NCCOc1ccccc1Cl)c1ccc2ccccc2c1	-12%
CC(NC(=O)COc1ccc(/C=N/NS(=O)(=O)c2ccccc2)cc1)c1ccccc1 (stereo not drawn)	6%&-10%
COc1ccc(OC(C)C(=O)Nc2ccccc2Cl)cc1 (stereo not drawn)	2%
CC(C)(C)c1ccc(OC2=CS(=O)(=O)c3ccccc32)cc1	1%
Brc1ccccc1OCCCCCN1CCCC1	-7%
COC(=O)c1ccc(N2CCN(C)CC2)c(NC(=O)COc2ccc(OC)cc2)c1	-2%
Cc1ccc(S(=O)(=O)/N=C(\CN2CCOCC2)N2CCOCC2)cc1	-12%
CCc1cccc2c(C=C(C#N)C#N)cn(CC(=O)N3CCCCCC3)c12	-2%
O=S(=O)(c1ccc(Nc2ccc(-c3ccc4c(c3)OCCO4)nn2)cc1)N1CCCC1	-1%
COc1cc(C(=O)N2CCN=C2c2ccccc2)cc(OC)c1OC	6%
O=C(NC1CCCC1)c1cnn2c(C(F)(F)F)cc(-c3ccc4c(c3)OCO4)nc12	-13%
Cc1ccc2[nH]c(=O)c(C(c3nnnn3C(C)(C)C)N(Cc3ccco3)CC3CCCO3)cc2c1 (stereo not drawn)	-24%
O=C1CCc2cc(S(=O)(=O)N3CCN(c4cccc(Cl)c4)CC3)ccc2N1	-15%
Cc1cccc(OCC(=O)N/N=C\c2cc3c(cc2[N+](=O)[O-])OCO3)c1C	4%
C=CCOC(=O)C1=C(C)NC(C)=C(C(=O)OCC=C)C1c1ccc(OC)c(OC)c1	-18%
CC(C)NC(=O)C(C)n1cccc1C(=O)c1ccccc1 (stereo not drawn)	-5%
COc1ccc(Sc2ccccc2CN(C)C)cc1OC	-5%
COc1ccc(NC(=O)NCc2ccncc2)cc1	-17%
COc1cc(S(=O)(=O)NCc2ccc3c(c2)OCO3)ccc1Cl	2%
CCNC(=O)c1c(C)nc2ccccn12	4%
Cc1ccc(C(=O)Nc2ccc3nn(-c4cccc([N+](=O)[O-])c4)nc3c2)cc1	-6%
Cc1ccc2oc(NC(=O)N3CCOCC3)cc(=O)c2c1	-2%
CCCSc1nc(N)nc(-c2cccs2)c1C#N	-1%
CCOC(=O)C1CCN(Cc2cnc(Oc3ccc(Cl)cc3C)s2)CC1	-15%
O=C(CN1C(=O)C2CC=CCC2C1=O)Nc1nnc(SCc2ccc(F)cc2)s1 (stereo not drawn)	11%
CCOC(=O)c1c(NC(=O)c2ccc(Br)o2)sc2c1CCCC2	-12%
O=C(NC(Nc1ncccn1)C(=O)c1ccccc1)c1ccccc1 (stereo not drawn)	21%
COc1ccc(Cn2nnc(C(=O)Nc3ccc(F)cc3)c2N)cc1	-4%
CCc1n[nH]c(=S)n1/N=C/c1ccc2c(c1)OCO2	-12%
CCOc1ccc(NC(=O)NCCN2C(C)CCCC2C)cc1 (stereo not drawn)	-6%
Cc1cc2oc(=O)cc(CN3CCC(C)CC3)c2c(C)c1Cl	-7%
CC1C(c2ccc(N(C)C)cc2)NC(c2ccc(N(C)C)cc2)C(C)C1O (stereo not drawn)	-2%
O=c1[nH]n(-c2cccc3cccnc23)c(=O)c2ccccc12	-4%
